Screens as filed in PubChem BioAssay.
Yfh1-depleted yeast – enhancers of respiration in Yfh1-depleted yeast, dose response, Friedreich's ataxia, plus single-dose screen (AID 1465). S. cerevisiae Yfh1-off respiration, WST-1 reduction, 72 h; higher fold induction means a stronger effect. 0.074% of 220,000 active. fold induction at 50 µM; hits with a dose series show EC50 in µM;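 active means fold induction of absorbance versus untreated yeast above a set limit, then at least 30% activation at any dose in follow-up; inconclusive means repeats straddling the limit, or above it without dose testing; inactive means fold induction below the set limit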;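 further: activators that raise dye reduction in frataxin-depleted yeast; strong numbers were not always called active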
GPR35 arrestin U2OS – inhibition of zaprinast-stimulated GPR35 beta-arrestin translocation – imaging, U2OS, beta-arrestin-GFP, zaprinast agonist, primary screen (AID 2058); U2OS GPR35 beta-arrestin-GFP translocation imaging, zaprinast antagonism; higher % means a stronger effect; inhibition, % at 10 µM; hits with a dose series show IC50 in µM; 0.052% of 290,000 active;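 active means inhibition of at least 50% with at least 30 cells and total cytoplasm GFP at most 10,000,000; inconclusive means under 30 cells or total GFP of 10,000,000 plus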
GPR55 antagonists – inhibition of LPI-stimulated GPR55 beta-arrestin translocation – imaging, U2OS, beta-arrestin-GFP, LPI agonist, primary screen (AID 2013). U2OS GPR55 beta-arrestin-GFP translocation imaging, LPI antagonism; higher % means a stronger effect. one-dose inhibition, % at 10 µM; IC50 in µM for titrated hits. 0.13% of 290,000 active;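 active means spots per cell inhibited over 60%, with over 100 cells counted and total cytoplasm intensity under 500,000; inconclusive means wells with under 100 cells, flagged as likely toxic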;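 further: U2OS cells stably carrying GPR55 and arrestin-GFP stimulated by 5 µM LPI near EC80; imaged beta-arrestin-GFP aggregate spots per cell after agonist stimulation; plate controls were LPI-stimulated DMSO wells for no effect and DMSO wells without LPI for full effect; some results filed as inactive read as strong as hits; confirmed hits need IC50 under 10 µM and bright autofluorescent wells are also inconclusive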
NS5 inhibitors – Dengue-2 NS5 methyltransferase inhibitors, primary screen, biochemical, confirmation dose response (AID 588689) | Dengue-2 NS5 methyltransferase capping enzyme assay, biochemical; higher % means a stronger effect | inhibition, % at 25 µM; hits with a dose series show IC50 in µM | 0.3% of 340,000 active; in the data active means a potency from the dose series; inconclusive means inhibition above about 29% without an active follow-up result
AID2073 – inhibitors of Mint1-CaV2.2 protein interaction, biochemical, HTRF (AID 2073) | HTRF protein-protein interaction, Mint1-CaV2.2; higher % means a stronger effect | inhibition, % at 20 µM; hits with a dose series show IC50 in µM | 0.19% of 290,000 active; in the data active means inhibition mostly above about 51%, no sharp cut-off; inconclusive means no clear call, values can overlap the other calls; inactive means mostly below about 53%; further: some results filed as inactive read as strong as hits
GPR55 beta-arrestin – selective activators of receptor GPR55 – imaging, U2OS cells, beta-arrestin-GFP redistribution, primary screen (AID 1961); 0.048% of 290,000 active; U2OS GPR55 beta-arrestin-GFP redistribution imaging; higher % means a stronger effect; activation, % at 10 µM; hits with a dose series show EC50 in µM;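 active means activation above 40% with more than 50 cells counted in the well; inconclusive means wells holding fewer than 50 cells, flagged as toxic or sparse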;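 further: U2OS osteosarcoma cells stably expressing GPR55 and beta-arrestin-GFP; plate controls were DMSO negative control for no effect and LPI positive control for full effect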
SV40 large T antigen – SV40 large T antigen inhibitors, biochemical (AID 1903); SV40 large T antigen ATPase/helicase inhibition assay; higher % means a stronger effect; 0.39% of 310,000 active; inhibition, % at 20 µM, or IC50 in µM where a hit was titrated; in the data active means a potency from the dose series; inconclusive means inhibition mostly from about 32% at the one dose, without a potency; inactive means the rest, 99 in 100 with inhibition below about 32%; further: strong numbers were not always called active
NTR1 agonist – agonists of NTR1, primary screen, imaging, U2OS cells, beta-arrestin-GFP, high content (AID 493036); P30989; NTR1-U2OS beta-arrestin-GFP spot imaging, agonist mode; activation, % at 20 µM; 0.17% of 330,000 active;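 active means activation at or above 40% of the spot to cytoplasm intensity ratio, with at least 20 cells analyzed; inconclusive means wells under 20 cells, flagged as cytotoxic or low count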;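 further: 0% = DMSO without peptide and 100% = 100 nM NTR1 peptide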
Target sequence (P30989 whole entry, looked up): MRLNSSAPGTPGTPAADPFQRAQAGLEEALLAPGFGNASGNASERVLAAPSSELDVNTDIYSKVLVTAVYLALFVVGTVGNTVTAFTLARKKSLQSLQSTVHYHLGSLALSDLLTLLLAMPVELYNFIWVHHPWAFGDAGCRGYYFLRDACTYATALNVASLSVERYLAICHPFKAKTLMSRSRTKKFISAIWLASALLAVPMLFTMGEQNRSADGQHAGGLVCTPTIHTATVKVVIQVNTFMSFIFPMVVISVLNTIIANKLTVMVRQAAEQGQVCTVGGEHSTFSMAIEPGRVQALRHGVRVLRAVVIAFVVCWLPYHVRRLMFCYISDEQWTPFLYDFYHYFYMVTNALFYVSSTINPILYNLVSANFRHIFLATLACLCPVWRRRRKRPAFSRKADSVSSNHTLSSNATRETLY
Rac1 GTP hydrolysis – MgcRacGAP GTPase-activating activity inhibitors, confirmation, biochemical, ADP Hunter fluorescence. MgcRacGAP-stimulated Rac1 GTP hydrolysis, ADP Hunter fluorescence; higher % means a stronger effect; GST-tagged Rac1 F28L mutant substrate. one-dose inhibition, % at 30 µM; IC50 in µM for titrated hits. 0.6% of 340,000 active. AID 624330;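 active means first-screen hits whose inhibition reached a set limit at any dose in the follow-up dose series; inconclusive means inhibition above the set first-screen limit but never retested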;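 further: fluorescence reports GDP produced by GAP-driven GTP hydrolysis; strong numbers were not always called active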
NTR1 agonist cell count 20 µM – further read-out of NTR1 agonist, marked with its call; cell count; measured here: cell count, cytotoxicity flag
NS5 inhibitors pilot replicate – recorded beside NS5 inhibitors, whose call it bears; inhibition, %; measured here: pilot screen replicate inhibition
* hit, by the source's call; i = inactive; ? = inconclusive; . = no result given.

SMILES | Yfh1-depleted yeast | GPR35 arrestin U2OS | GPR55 antagonists | NS5 inhibitors | AID2073 | GPR55 beta-arrestin | SV40 large T antigen | NTR1 agonist | NTR1 agonist cell count 20 µM | Rac1 GTP hydrolysis | others
COC(=O)N1C(=O)[C@@](c2ccccc2)(C(C)C)N1C(=O)OC | . | 1% | 12% | -5% | 4% | -0.2% | 23% | 11 | 55 | 9%
CC(NC(=O)CN(C)Cc1cccc(Cl)c1)c1ccccc1 (stereo not drawn) | . | -5% | -4% | -6% | 24% | -0.1% | 6% | -0.2 | 46 | 13%
Cn1c(SCC(=O)CC(=O)Nc2ccccc2)nnc1-c1ccc(O)cc1 | i | -5% | 9% | -6% | 4% | 0.4% | 23% | 0.0 | 59 | 9%
O=C(COC(=O)c1ccccc1NS(=O)(=O)c1cc([N+](=O)[O-])ccc1Cl)c1ccccc1 | i | -1% | 0% | . | 16% | 0.2% | 16% | 0.6 | 69 | .
O=C(CN1CCCCC1)N1c2ccccc2CCc2ccccc21 | i | -4% | 3% | -1% | -1% | -0.1% | 1% | 1.1 | 42 | 11%
CCOC(=O)C1CCCN(C(=O)C2CCN(S(=O)(=O)CC)CC2)C1 (stereo not drawn) | i | 8% | 17% | -2% | 8% | -2.3% | 1% | -0.9 | 48 | -1%
CN(c1ccccc1)P(=O)(N(C)c1ccccc1)N(C)c1ccccc1 | i | 2% | 6% | -9% | 13% | 0.6% | 11% | -0.2 | 42 | 3%
O=C(Nc1ccc(Cl)cc1)C(c1ccccc1)N(CCO)CCO (stereo not drawn) | i | -4% | -11% | -3% | 15% | 0.2% | 24% | 0.9 | 100 | 6% | NS5 inhibitors pilot replicate=2.1
COc1ccc(F)cc1S(=O)(=O)NCCCn1ccnc1 | . | -1% | 7% | . | 7% | -0.2% | 4% | -1.2 | 47 | 17%
Cn1cc(CC(=O)NCCCN2CCOCC2)c2ccccc21 | i | -14% | 7% | -6% | 1% | 0.6% | -1% | 2.0 | 83 | -4%
CCOC(=O)N1CCN(C(=O)c2ccc3nc(N4CCCCC4)sc3c2)CC1 | i | 12% | 16% | -6% | -5% | -0.1% | 6% | 0.1 | 53 | 13%
N/C(=N\OC(=O)CCCOc1ccc(Cl)cc1Cl)c1ccccn1 | i | 7% | 4% | 5% | -6% | -0.1% | 5% | 2.6 | 66 | 8%
C=CCN1C(=O)C(CCCC)NC1=S (stereo not drawn) | i | -4% | 5% | -4% | -7% | -0.3% | 26% | 0.6 | 49 | -5%
O=C(CC1C(=O)NCCN1C(=O)c1ccc([N+](=O)[O-])cc1)Nc1cccc(Cl)c1 (stereo not drawn) | . | 6% | 0% | -1% | -5% | 0.4% | 8% | 1.3 | 68 | 7%
CN(CCC1CCCCO1)Cc1cn(C)nc1-c1ccc2c(c1)OCCO2 (stereo not drawn) | i | 22% | 10% | . | 0% | -0.2% | 5% | 1.3 | 80 | 7%

4 consecutive records out of the list so far, for reference:
SMILES | Yfh1-depleted yeast | GPR35 arrestin U2OS | GPR55 antagonists | NS5 inhibitors | AID2073 | GPR55 beta-arrestin | SV40 large T antigen | NTR1 agonist | NTR1 agonist cell count 20 µM | Rac1 GTP hydrolysis | others
N/C(=N\OC(=O)CCCOc1ccc(Cl)cc1Cl)c1ccccn1 | i | 7% | 4% | 5% | -6% | -0.1% | 5% | 2.6 | 66 | 8%
C=CCN1C(=O)C(CCCC)NC1=S (stereo not drawn) | i | -4% | 5% | -4% | -7% | -0.3% | 26% | 0.6 | 49 | -5%
O=C(CC1C(=O)NCCN1C(=O)c1ccc([N+](=O)[O-])cc1)Nc1cccc(Cl)c1 (stereo not drawn) | . | 6% | 0% | -1% | -5% | 0.4% | 8% | 1.3 | 68 | 7%
CN(CCC1CCCCO1)Cc1cn(C)nc1-c1ccc2c(c1)OCCO2 (stereo not drawn) | i | 22% | 10% | . | 0% | -0.2% | 5% | 1.3 | 80 | 7%

The listing picks up; the two compounds before the break are reprinted first.
SMILES | Yfh1-depleted yeast | GPR35 arrestin U2OS | GPR55 antagonists | NS5 inhibitors | AID2073 | GPR55 beta-arrestin | SV40 large T antigen | NTR1 agonist | NTR1 agonist cell count 20 µM | Rac1 GTP hydrolysis | others
O=C(CC1C(=O)NCCN1C(=O)c1ccc([N+](=O)[O-])cc1)Nc1cccc(Cl)c1 (stereo not drawn) | . | 6% | 0% | -1% | -5% | 0.4% | 8% | 1.3 | 68 | 7%
CN(CCC1CCCCO1)Cc1cn(C)nc1-c1ccc2c(c1)OCCO2 (stereo not drawn) | i | 22% | 10% | . | 0% | -0.2% | 5% | 1.3 | 80 | 7%
CCOc1ccccc1N1CCN(Cc2ccc(OC)c(OC)c2)CC1 | i | -3% | 3% | -1% | -2% | -0.1% | 0% | -3.9 | 90 | 24%
O=C(CSc1ncccn1)Nc1ccccc1 | i | -1% | 11% | -7% | 47% | -0.1% | 14% | -0.7 | 61 | 0%
COc1ccc(/C=N/N2CCOCC2)cc1COc1ccc(Cl)cc1 | i | 10% | 17% | -8% | -8% | 0.1% | 4% | 7.5 | 49 | 5%
Cc1ccc(CCN2CC(C(=O)NCCCN3CCCCC3)CC2=O)cc1 (stereo not drawn) | . | 7% | 4% | -3% | 6% | -0.1% | . | -0.3 | 68 | 9%
Cc1cc(C(F)(F)F)n2ncc(C(=O)O)c2n1 | i | 21% | 9% | -3% | 8% | 0.3% | 6% | -0.9 | 53 | 2%
CC(=O)Nc1cccc(NC(=O)CSc2nc(=O)n(Cc3ccccn3)c3c2CCC3)c1 | . | . | . | -6% | . | . | 14% | 0.9 | 78 | 9%
Cc1noc(C)c1S(=O)(=O)N1CCC(C(=O)Nc2ccccn2)CC1 | i | -10% | 8% | 0% | -2% | -0.2% | 7% | 2.0 | 51 | 4%
COc1ccc2nc(SCC(=O)N3CCCCCC3)c(C#N)cc2c1 | i | 12% | 11% | -9% | 1% | 0.1% | 11% | -2.3 | 89 | 11%
c1ccc(Oc2cnc3ccccc3n2)cc1 | i | 8% | 20% | -3% | -6% | 0.3% | 23% | -2.3 | 99 | 6% | NS5 inhibitors pilot replicate=-2.7
COc1ccc(NC(=O)c2cc(-c3cccnc3)nc3ccc(C)cc23)cc1OC | i | 14% | -6% | -4% | 4% | 0.0% | 9% | . | . | 5%
Cc1ccc(S(=O)(=O)NCCC(=O)NCc2cccnc2)cc1 | . | 5% | 11% | -5% | -3% | -0.1% | 10% | 1.6 | 54 | 5%
CCCCCCCCNc1nc(Cl)nc(NCCN2CCOCC2)n1 | i | 8% | -6% | -5% | ? | 0.1% | 1% | -0.9 | 29 | 7%
Cc1nnc(SCC(=O)N2CCc3ccccc3C2)s1 | i | 2% | -1% | -8% | -10% | -0.2% | 1% | -2.2 | 95 | 6%
Cc1ccccc1OCC(=O)Nc1nnc(S(=O)(=O)N2CCCC2)s1 | . | -4% | 11% | -2% | 7% | -0.1% | . | -0.8 | 55 | 9%
NC(=O)C1CCN(CC(O)COCc2ccccc2Cl)CC1 (stereo not drawn) | . | 15% | 6% | -6% | -4% | 0.3% | 10% | 0.2 | 52 | 5%
CC1CCC(NC(=O)CC(C)(C)Cc2nc3ccccc3c(=O)[nH]2)CC1 (stereo not drawn) | i | -2% | -3% | 4% | -6% | 0.5% | 11% | -1.6 | 47 | 13%
COc1ccccc1C(=O)Nc1cccc(S(=O)(=O)N2CCCC2)c1 | i | 8% | 0% | -3% | 1% | -0.3% | 17% | -0.3 | 62 | -3%
Cc1ccc(-c2ccc(/C=C(\C#N)C(N)=S)o2)c([N+](=O)[O-])c1 | i | 7% | 4% | 11% | 41% | 0.1% | 5% | 7.4 | 23 | 11%
CCCCN(C)c1nc(-c2ccco2)c2c(c1C#N)CC(C)(C)OC2 | i | 9% | -5% | 11% | 24% | -0.1% | 15% | -0.2 | 65 | 11%
COCCNc1nc(-c2ccccc2)nc2c1oc1ccccc12 | i | -4% | -1% | 3% | -3% | -0.3% | 21% | 7.3 | 57 | 11%
CCC(CC)c1nnc(NC(=O)Cc2cccs2)s1 | i | 6% | -2% | -4% | ? | 0.6% | 10% | 0.1 | 103 | 0%
CC1Cn2c(nnc2-c2cccs2)S1 (stereo not drawn) | i | . | . | -1% | . | . | . | 0.3 | 39 | 16%
CC1CCCc2sc3ncn(N)c(=N)c3c21 (stereo not drawn) | i | -8% | -5% | -4% | 12% | -0.1% | 1% | -0.4 | 63 | -3%
CCn1cc(C(=O)NP(=O)(Nc2ccc(C)cc2)Nc2ccc(C)cc2)c2ccccc21 | i | -8% | -6% | -4% | 21% | -0.1% | 11% | 0.0 | 46 | 12%
COc1ccc(NC(=O)C2CC(=O)N(C(C)C)C2)cc1 (stereo not drawn) | i | 3% | 5% | 6% | 5% | -0.1% | -2% | -1.9 | 38 | 10%
CCOC(=O)[C@H]1[C@H]2COc3ccc(Cl)cc3[C@@H]2N2C(=O)c3cc(F)ccc3NC(=O)[C@@]12C | . | . | . | 2% | . | . | 15% | -3.1 | 92 | 5%
O=C1CCCC2=C1C(c1cccc(O)c1)C1=C(N2)c2ccccc2C1=O (stereo not drawn) | i | -8% | -16% | -6% | -1% | -0.2% | 6% | 0.5 | 57 | 0%
CC(C)N1CCC(N2CCN(Cc3ccc(Oc4ncccn4)cc3)CC2CCO)CC1 (stereo not drawn) | i | -10% | 4% | 0% | 9% | 0.4% | 9% | -1.6 | 59 | 1%
O=c1[nH]c(SCc2cccc([N+](=O)[O-])c2)nc2[nH]ncc12 | i | -8% | 9% | -4% | -7% | -0.1% | -3% | 0.7 | 68 | 4%
COC(=O)c1cc(S(=O)(=O)NCc2cc(OC)c(OC)c(OC)c2)cn1C | . | -13% | 7% | -9% | 3% | -0.2% | 5% | -0.8 | 60 | 12%
COc1ccccc1N1CCN(C(=O)CCCCn2c(=O)[nH]c3ccsc3c2=O)CC1 | i | 10% | -1% | -6% | 4% | -0.2% | 6% | 1.6 | 61 | 0%
CCCCN1C(=O)c2ccc(C(=O)Nc3ccccc3N3CCOCC3)cc2C1=O | i | 6% | -25% | -5% | 3% | 0.7% | 10% | 2.8 | 45 | 2%
Oc1ccccc1O | . | . | . | 1% | . | . | 36% | 8.5 | 44 | 6%
